# Source: PubChem BioAssay
# NOD2 inhibition: NOD2 signaling inhibitors, cell-based, luminescence, uHTS, HEK293 (AID 1566) | HEK293 NOD2/NF-kB luciferase reporter, luminescence; higher % means a stronger effect | inhibition, % at 4 µM; hits with a dose series show EC50 in µM | 290,000 compounds, 0.63% hits; further: many of its hits are not listed in these tables
# KOR beta-arrestin-1: KOR agonists, beta-arrestin recruitment, primary screen, cell-based, luminescence, uHTS (AID 1777). Kappa-type opioid receptor (Homo sapiens). KOR beta-arrestin recruitment, luminescence; higher % means a stronger effect. one-dose activation, % at 10 µM; EC50 in µM for titrated hits. 280,000 compounds, 0.02% hits; in the data active means activation above about 50%, passing the limit was not always enough; further: a part of the inactive calls stands beside numbers as strong as those of hits
# TNAP activation fold: human TNAP enzyme activators, primary screen, biochemical, luminescent, no phosphate acceptor, uHTS (AID 1001). purified TNAP, luminescent activation assay, no phosphate acceptor; higher activation fold means a stronger effect. activation fold at 20 µM; hits with a dose series show EC50 in µM. Alkaline phosphatase, tissue-nonspecific isozyme (Homo sapiens). 200,000 compounds, 0.03% hits; in the data active means activation fold from about 3, or a potency from the dose series; inactive means the rest, 99 in 100 with activation fold below about 1.6; further: many of its hits are not listed in these tables
# XIAP antagonists: XIAP antagonists, biochemical, IAP family, fluorescence polarization (AID 1018); one-dose displacement, % at 20 µM; IC50 in µM for titrated hits; 200,000 compounds, 0.007% hits; E3 ubiquitin-protein ligase XIAP (Homo sapiens); XIAP BIR domain, fluorescence polarization peptide displacement; higher % means a stronger effect; in the data active means displacement above about 50%; further: a part of the inactive calls stands beside numbers as strong as those of hits
# LYP inhibition: inhibitors of LYP phosphatase, biochemical, fluorescence intensity, uHTS (AID 1779) | Tyrosine-protein phosphatase non-receptor type 22 (Homo sapiens) | recombinant LYP phosphatase, fluorescence intensity; higher % means a stronger effect | one-dose inhibition, % at 11.5 µM; IC50 in µM for titrated hits | 290,000 compounds, 0.054% hits;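 further: plate controls were vehicle with enzyme for no effect and no enzyme for full effect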
# NOD1 inhibition: NOD1 signaling inhibitors, primary screen, cell-based, luminescence, uHTS (AID 1578) | NOD1-driven NF-kB luciferase reporter cells, luminescence; higher % means a stronger effect | one-dose inhibition, % at 4 µM; EC50 in µM for titrated hits | 290,000 compounds, 1% hits; in the data active means inhibition mostly above about 36%, no sharp cut-off; inactive means mostly below about 34%;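 further: HEK-293T reporter cells stimulated with the NOD1 agonist gamma-tri-DAP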
# KOR beta-arrestin-2: KOR antagonists, beta-arrestin recruitment, cell-based, luminescence, uHTS (AID 1778); KOR beta-arrestin recruitment, luminescence, antagonist mode; higher % means a stronger effect; inhibition, % at 10 µM, or IC50 in µM where a hit was titrated; Kappa-type opioid receptor (Homo sapiens); 290,000 compounds, 0.091% hits; further: strong numbers were not always called active
# PMI inhibitors: inhibitors of human PMI, primary screen, biochemical, fluorescence intensity, coupled assay (AID 1209); purified PMI enzyme, coupled fluorescence intensity; higher % means a stronger effect; inhibition, % at 20 µM; hits with a dose series show IC50 in µM; Mannose-6-phosphate isomerase (Homo sapiens); 190,000 compounds, 0.42% hits;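 further: plate controls were DMSO vehicle for no effect and wells lacking substrate for full effect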
# PMI inhibition: human PMI inhibitors, high substrate, primary screen, biochemical, fluorescence intensity, high mannose 6-phosphate (AID 1220) | Mannose-6-phosphate isomerase (Homo sapiens) | one-dose inhibition, % at 20 µM; IC50 in µM for titrated hits | 190,000 compounds, 0.66% hits | recombinant PMI enzyme, coupled fluorescence intensity; higher % means a stronger effect
# The depositor's hits bear a star; · = not tested or not shown; [ ] = dose if it differs, or a comment. Unless noted, no stated cut-off is given here; in the data, active means inhibition above about 50%; inactive means the rest. Some of the compounds tested; the hit share may differ from the screen's.
SMILES,NOD2 inhibition,KOR beta-arrestin-1,TNAP activation fold,XIAP antagonists,LYP inhibition,NOD1 inhibition,KOR beta-arrestin-2,PMI inhibitors,PMI inhibition
c1csc(CNc2nc(-c3cccs3)nc3ccccc23)c1,-34%,7.6%,1.1,-6.7%,-1%,-37%,-34%,17%,21%
CCOC(=O)N1CCN(CC(O)c2c[nH]c3ccccc23)CC1 (stereo not given),12%,-3.3%,·,·,-9%,-6%,-6%,·,·
O=C(O)CCn1c(SCCOc2ccccc2)nc2ccccc21,14%,10%,·,·,-10%,-30%,-28%[20 µM],·,·
O=C(NCc1cc([N+](=O)[O-])ccc1O)c1cc(-c2ccncc2)nc2ccccc12,8%,-3.2%,·,·,2%,-30%,39%,·,·
Cc1cc(C)nc(N2CCC(C(=O)Nc3ccc4c(c3)OCO4)CC2)n1,-13%,-2.3%,1.1,1.1%,-4%,-2%,7%,-16%,4%
CCc1c(C)sc(NC(=O)CCc2ccc(OC)cc2)c1C(N)=O,16%,0.4%,1.1,-4.1%,-3%,-26%,-22%,-3%,-6%
c1ccc(-c2nnc(CN3CCC4(CC3)OCCO4)o2)cc1,11%,-4.2%,1.1,-3.1%,-5%,-28%,35%,13%,11%
O=c1[nH]nc(CSCc2ccccc2Cl)[nH]1,2%,5.0%,1.1,-2.5%,-1%,-15%,-23%,9%,4%
O=C(NCCc1c[nH]c2ccccc12)Nc1ccccc1,10%,0.0%,1.1,-1.9%,-1%,-28%,-21%,7%,9%
Cc1nc2ccccc2nc1N/N=C/c1ccc(O)cc1O,16%,1.4%,·,·,8%,-7%,28%,·,·
COCCC(=O)N1CCC(Oc2ccc(C(=O)N3CCCCCCC3)cc2)CC1,20%,3.0%,·,·,-6%,-1%,-13%,·,·
COc1ccc(CC(=O)NCCc2ccc(Cl)cc2Cl)cc1,-14%,5.1%,1,-6.5%,4%,-42%,1%,-14%,-8%
CCOc1ccc2nc(NCCCNS(=O)(=O)c3ccccc3)c(C#N)cc2c1,6%,-2.5%,1.2,-3.4%,-15%,-6%,-14%,14%,-1%
Cc1ccc(C2=NS(=O)(=O)N(C)C(C(=O)NCc3ccco3)=C2)cc1,0%,-4.9%,·,·,-2%,-9%,31%[20 µM],·,·
COc1ccc(CN2CCCC(CNC(=O)c3ccc(F)cc3)C2)cc1OC (stereo not given),2%,-3.6%,1.1,1.6%,-4%,-9%,0%,12%,5%
O=S(=O)(Cc1nc2ccccc2s1)c1ccccc1,-43%,-2.6%,1.1,-2.2%,-3%,-30%,27%,12%,12%
O=C(/C=C/c1cccc(Br)c1)c1ccc2c(c1)OCO2,1%,-0.1%,·,·,-2%,-31%,23%,·,·
CC(=O)Oc1oc(-c2ccccc2)nc1C=Nc1ccc(N(C)C)cc1,8%,-0.9%,·,·,-8%,9%,-1%,·,·
CCOC(=O)c1cc(C(C)=O)c(=O)n(C)c1N,-4%,-1.8%,1.1,-11%,-4%,4%,-43%,5%,12%
CCC(CC)C(=O)c1c[nH]c(C(=O)NCc2ccccc2)c1,5%,-2.9%,·,·,-6%,-2%,0%,·,·
O=C(CSc1ccc(-c2ccc(Br)cc2)nn1)NCC1CCCO1 (stereo not given),8%,-1.0%,·,·,-7%,-18%,-6%,·,·
COc1ccc(NC(=O)c2cnc(C)cn2)c2ncccc12,-22%,1.8%,1,-1.9%,-4%,-12%,-17%,3%,13%
CC(C)(C)c1cc(C(=O)N2CCc3ccccc3C2)ccn1,14%,1.8%,·,·,-7%,-4%,-2%,·,·
CCn1c(CSc2ncccn2)nnc1SCC(=O)N1CCCCC1,7%,·,1,17%,-11%,-10%,12%[20 µM],-6%,0%
O=C(N/N=C/c1ccc(Cl)c(Cl)c1)c1ccc2nc[nH]c2c1,6%,2.2%,·,·,-4%,-10%,-16%,·,·
COc1ccc(NC(=O)CCNS(=O)(=O)c2cccc3nonc23)cc1Cl,11%,-3.6%,·,·,-2%,-34%,4%,·,·
Cc1nc(C(F)(F)F)ccc1C(=O)N1CCCCC1,22%,4.7%,·,·,-7%,-2%,3%,·,·
COc1ccc2c(c1)C(=O)CC(O)(C(F)F)O2 (stereo not given),14%,-2.2%,·,·,-13%,-1%,-17%,·,·
O=c1nc2n(c3ccccc13)Cc1ccccc1-2,2%,0.2%,1.1,1.6%,-12%,-12%,18%,6%,10%
Cc1cccc(Nc2nc(N)nc(CSc3nccn3C)n2)c1,-4%,0.3%,1.1,-4.3%,-5%,-25%,6%,2%,-3%
O=C(N/N=C/c1cccnc1)c1ccc(NC(=O)C(c2ccccc2)c2ccccc2)cc1,27%,18%,0.9,-1.4%,-2%,11%,34%,-4%,-2%
COc1ccc(Nc2nc(NCc3ccco3)nc(N)c2[N+](=O)[O-])cc1,4%,-4.6%,·,·,-6%,-2%,10%,·,·
O=C(N/N=C/c1ccco1)c1ccc(Br)o1,7%,7.4%,1.1,-1.2%,-6%,11%,16%,4%,7%
O=c1oc2ccccc2cc1NCc1ccccc1O,-77%,2.7%,1.1,-3.9%,-5%,-34%,-38%,19%,14%
O=C(Nc1nccs1)c1ccc(CSc2nnnn2-c2ccccc2)cc1,-23%,7.8%,1,-8.6%,4%,-11%,-50%,5%,-7%
COc1ccc(NC(=O)C2CCCN2C(=O)OCc2ccccc2)cc1 (stereo not given),14%,3.4%,·,·,-2%,2%,1%,·,·
C=CCn1c(=N)n(CC(=O)c2ccc(Br)s2)c2ccccc21,-2%,4.2%,1,-7.7%,1%,-26%,9%,-8%,1%
Cc1cccc(-c2nc(CN3CCCC(C(=O)NC4CCCCC4)C3)c(C)o2)c1 (stereo not given),7%,-0.7%,1,-3.1%,-2%,12%,0%,5%,5%
Cc1c(Cl)ccc(S(=O)(=O)Nc2cccnc2)c1Cl,16%,-4.7%,·,·,-2%,-7%,16%,·,·
CCc1ccc(NC(=O)CS(=O)CC(=O)N2CCN(c3ccccc3F)CC2)cc1 (stereo not given),4%,0.9%,·,·,3%,-12%,-18%,·,·
N=c1oc2ccc(Br)cc2cc1C(=O)NCc1ccccc1,-8%,4.3%,·,·,-4%,23%,1%,·,·
CCOc1ccccc1Nc1ncnc2c1cnn2-c1ccccc1,12%,-1.5%,1.1,-2.4%,1%,-50%,24%,22%,-6%
CN(CC(=O)Nc1cccc(F)c1)C(=O)/C=C/c1ccc2ccccc2n1,-2%,-2.7%,·,·,-3%,-18%,14%,·,·
O=C(Nc1nncs1)C(Sc1ccccc1)c1ccccc1 (stereo not given),10%,3.7%,1,-12%,5%,-25%,16%,-4%,-4%
COc1ccc(OC)c(-n2c(CNC3CCN(Cc4ccccc4)CC3)nc3ccccc3c2=O)c1,0%,-8.1%,1.1,-7.6%,-8%,7%,10%,3%,-2%
O=C(Nc1nnc(S(=O)(=O)N2CCOCC2)s1)c1cccc(Br)c1,-3%,1.7%,·,·,-10%,20%,-50%,·,·
CC1=NC(C(F)(F)F)(C(F)(F)F)C(C#N)=C(C)N1,8%,-3.0%,1.2,0.0%,0%,-6%,6%,8%,7%
N/C(=N\NC(=O)Nc1ccccc1)c1ccccn1,-8%,-2.1%,·,·,-6%,-6%,16%,·,·

# A portion from further up, as a working copy:
SMILES,NOD2 inhibition,KOR beta-arrestin-1,TNAP activation fold,XIAP antagonists,LYP inhibition,NOD1 inhibition,KOR beta-arrestin-2,PMI inhibitors,PMI inhibition
CC1=NC(C(F)(F)F)(C(F)(F)F)C(C#N)=C(C)N1,8%,-3.0%,1.2,0.0%,0%,-6%,6%,8%,7%
N/C(=N\NC(=O)Nc1ccccc1)c1ccccn1,-8%,-2.1%,·,·,-6%,-6%,16%,·,·

# More structures follow:
SMILES,NOD2 inhibition,KOR beta-arrestin-1,TNAP activation fold,XIAP antagonists,LYP inhibition,NOD1 inhibition,KOR beta-arrestin-2,PMI inhibitors,PMI inhibition
CC(=O)N1CCC(C(=O)c2ccc(Cl)cc2)CC1,17%,-2.5%,1.1,-4.5%,-3%,7%,7%,-8%,-8%
O=C(/C=C/c1ccccc1)Oc1ccc(C(=S)N2CCOCC2)cc1,4%,-2.6%,1.1,-3.9%,-1%,-29%,-7%,0%,0%
COc1ccc(NC(=S)N2CCCC2)cc1,1%,0.4%,1.1,1.3%,-5%,-29%,·,-11%,-6%
Cc1cc(Sc2nc(N)ncc2[N+](=O)[O-])ncn1,21%,0.3%,1,-4.3%,-4%,14%,9%,-7%,-18%
COc1ccc(C(=O)C(CN2CCOCC2)c2ccccc2)cc1 (stereo not given),-10%,-4.6%,1.2,-3.2%,-10%,38%,-28%,-15%,-12%

# Structures listed so far that have an aryl methoxy group, in the order listed:
SMILES,NOD2 inhibition,KOR beta-arrestin-1,TNAP activation fold,XIAP antagonists,LYP inhibition,NOD1 inhibition,KOR beta-arrestin-2,PMI inhibitors,PMI inhibition
CCc1c(C)sc(NC(=O)CCc2ccc(OC)cc2)c1C(N)=O,16%,0.4%,1.1,-4.1%,-3%,-26%,-22%,-3%,-6%
COc1ccc(CC(=O)NCCc2ccc(Cl)cc2Cl)cc1,-14%,5.1%,1,-6.5%,4%,-42%,1%,-14%,-8%
COc1ccc(CN2CCCC(CNC(=O)c3ccc(F)cc3)C2)cc1OC (stereo not given),2%,-3.6%,1.1,1.6%,-4%,-9%,0%,12%,5%
COc1ccc(NC(=O)c2cnc(C)cn2)c2ncccc12,-22%,1.8%,1,-1.9%,-4%,-12%,-17%,3%,13%
COc1ccc(NC(=O)CCNS(=O)(=O)c2cccc3nonc23)cc1Cl,11%,-3.6%,·,·,-2%,-34%,4%,·,·
COc1ccc2c(c1)C(=O)CC(O)(C(F)F)O2 (stereo not given),14%,-2.2%,·,·,-13%,-1%,-17%,·,·
COc1ccc(Nc2nc(NCc3ccco3)nc(N)c2[N+](=O)[O-])cc1,4%,-4.6%,·,·,-6%,-2%,10%,·,·
COc1ccc(NC(=O)C2CCCN2C(=O)OCc2ccccc2)cc1 (stereo not given),14%,3.4%,·,·,-2%,2%,1%,·,·
COc1ccc(OC)c(-n2c(CNC3CCN(Cc4ccccc4)CC3)nc3ccccc3c2=O)c1,0%,-8.1%,1.1,-7.6%,-8%,7%,10%,3%,-2%
COc1ccc(NC(=S)N2CCCC2)cc1,1%,0.4%,1.1,1.3%,-5%,-29%,·,-11%,-6%
COc1ccc(C(=O)C(CN2CCOCC2)c2ccccc2)cc1 (stereo not given),-10%,-4.6%,1.2,-3.2%,-10%,38%,-28%,-15%,-12%
